PMI activator: phosphomannose isomerase (human) activation; activation factor at 20 µM; purified human PMI, coupled resazurin fluorescence, 20 min; active compounds read high; 1 = vehicle control, 0 substrate-free wells; hit rate 0.005% among 190,000; P34949;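 active means activation factor of 2 or more at 20 µM, relative to plate controls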
Lmaj promast: inhibitors of Leishmania major promastigote growth; inhibition, % at 10 µM; hit rate 9% among 200,000; Leishmania major promastigotes, resazurin fluorescence viability; in the data active means inhibition above about 50%;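 further: promastigotes grown with compound for 44 hours at 28 °C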
Hsp70 act: switches on Hsp70 transcription; hit rate 0.04% among 200,000; HeLa Hsp70 promoter luciferase reporter, luminescence; scaled: vehicle 0, proteasome-inhibitor control 100%; AID 1203; activation, % at 10 µM;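 active means activation above the mean across all tested compounds plus 3 SD, cutoff set per campaign, cut at about 5.5% in these data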;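 further: 100% = MG132 at 30 µM as the positive control and 0% = DMSO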
Efa HMGR inh: E. faecalis class II HMG-CoA reductase inhibition; purified E. faecalis HMGR, NADPH absorbance 340 nm kinetic; hit rate 0.41% among 190,000; inhibition, % at 10 µM; AID 1066;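 active means inhibition above a set limit, the median over all tested compounds plus 3 SD, cut at about 9.5% in these data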;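 further: enzyme runs in reverse so mevalonate oxidation gives rising NADPH absorbance; 0% = complete reaction with DMSO and 100% = background rate lacking mevalonate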
TNAP inh hi DEA: TNAP (human) inhibition, high acceptor. purified TNAP, CDP-star luminescence, 1 M DEA. inhibition, % at 20 µM. hit rate 0.03% among 200,000. P05186. AID 1135;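 active means over 50% inhibition of tissue-nonspecific alkaline phosphatase at 20 µM in the single-dose screen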;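 further: plate controls were DMSO wells for no effect and EDTA-quenched wells as full inhibition for full effect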
RAM inhibit: yeast RAM network inhibition. hit rate 1.8% among 190,000. S. cerevisiae dse1pr::URA3 reporter, 5-FOA growth OD615, 2 d; analog-sensitive cbk1-as2 kinase mutant strain. inhibition, % at 50 µM;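 active means inhibition above a set limit, 3 SD over mean compound inhibition, cut at about 8.4% in these data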;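 further: 0% = DMSO-only wells with no growth and 100% = 10 µM 1-NA-PP1 full growth; inhibition rescues growth on 5-FOA so higher OD means more RAM inhibition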
Redox H2O2 prof: compounds producing H2O2 with reducing agent – biochemical, NIH compound library profiling, artefact control for MLSCN library redox annotation, primary screen; DTT-dependent redox cycling H2O2, phenol red/HRP absorbance; 100% = 100 µM peroxide control, 0% = buffer; activation, % at 10 µM; hit rate 0.03% among 200,000;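 active means activation of at least 50% relative to the plate's high and low controls in the primary single-dose screen; inactive means activation below 50%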;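 further: compound incubated with DTT at 0.8 mM final as the reducing agent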
TNAP inh no acc: inhibitors of human TNAP without phosphate acceptor | hit rate 0.26% among 200,000 | P05186 | purified TNAP, CDP-star luminescence, 30 min | inhibition, % at 20 µM;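 active means tissue-nonspecific alkaline phosphatase inhibition above about 50% at 20 µM in the single-dose screen, limit read from the data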;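 further: 0% = DMSO negative control and 100% = EDTA positive control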
S1P3 antag: antagonists of human S1P3 receptor; CHO S1P3 NFAT-BLA reporter, FRET fluorescence, antagonist mode; Q99500; inhibition, % at 4.98 µM; hit rate 0.27% among 170,000;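 active means inhibition above the plate cutoff, the mean inhibition of test wells on that plate plus 3 SD, cut at about 28% in these data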;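 further: cells challenged with S1P at its EC80 of 0.8 µM; blue over green emission ratio from cleaved BLA substrate after 4 h stimulation; 0% = S1P-stimulated wells and 100% = unstimulated DMSO-only wells; some compounds past the cut are filed as inactive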
Target sequence (Q99500 whole entry, looked up): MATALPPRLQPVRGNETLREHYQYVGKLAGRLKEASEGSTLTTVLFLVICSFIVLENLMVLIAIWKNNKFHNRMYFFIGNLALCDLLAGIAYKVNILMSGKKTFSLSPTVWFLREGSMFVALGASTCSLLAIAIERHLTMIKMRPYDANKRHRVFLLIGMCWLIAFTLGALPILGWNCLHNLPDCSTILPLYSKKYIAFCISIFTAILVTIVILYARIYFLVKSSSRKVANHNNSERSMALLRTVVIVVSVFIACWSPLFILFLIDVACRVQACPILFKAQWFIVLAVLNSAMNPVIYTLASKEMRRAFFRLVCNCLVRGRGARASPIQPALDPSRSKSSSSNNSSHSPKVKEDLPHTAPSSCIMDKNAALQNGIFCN
PMI act satM6P: activators of human phosphomannose isomerase at near-saturating mannose 6-phosphate; hit rate 0.34% among 190,000; AID 1216; activation factor at 20 µM; coupled PMI enzyme assay, resazurin fluorescence, 20 min; active compounds read high; 1 = untreated enzyme, 0 = substrate-free blank;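 active means activation factor of 2 or more at 20 µM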
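Test system: human phosphomannose isomerase with PGI, G6PDH, diaphorase coupling enzymes; Amount: PMI at 15 ng/mL final; Reagent: Mannose-6-phosphate 1.0 mM (near-saturating) plus 0.22 mM NADP+; Timing: 20 min, room temperature; Technique: resorufin fluorescence at Ex 544/Em 590 nm; Dosing: 20 µM single dose.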
* = called active by the depositor; · = not tested or not shown. Outcome played no part in choosing rows. About 12% of those tested had a hit in this group.

SMILES	PMI activator	Lmaj promast	Hsp70 act	Efa HMGR inh	TNAP inh hi DEA	RAM inhibit	Redox H2O2 prof	TNAP inh no acc	S1P3 antag	PMI act satM6P
O=C(CCl)Nc1cccc(-c2cnc3ccccc3n2)c1	1	100*	0.0	-1	8	-1.2	0.2	1	·	1.1
CSc1nc2ccccc2n1CC(=O)Nc1ccc(C)c(C)c1	0.9	1	0.5	-5	-5	0.5	3.8	-20	-1	0.9
COc1cccc(OC)c1C(=O)NC(=S)Nc1ccc2c(c1)Cc1ccccc1-2	0.8	21	-0.3	-4	0	1.8	2.1	0	·	0.8
COc1cc2[nH]c(=O)n(CCC(=O)N3CCN(c4cc(Cl)ccc4C)CC3)c(=O)c2cc1OC	1	0	-0.3	-7	-4	5.4	0.7	-7	·	1
NC/C(=N\O)c1ccc(Cl)cc1Cl	1	12	0.1	-6	-4	0.3	0.3	-4	19	0.9
COc1ccccc1-c1nc(C#N)c(NCc2ccc(F)cc2)o1	0.9	14	-0.1	1	-5	2.2	-0.7	-12	10	0.9
O=C(CCCC1=NS(=O)(=O)c2ccccc2N1)N1CCN(c2ccc(Cl)cc2)CC1	1	-13	0.1	-4	-4	1.1	0.5	-11	-8	0.9
N#Cc1c(N)nc2c(c1N)CC(=O)N2c1ccc(Cl)cc1	0.8	-5	-0.4	-2	-4	3.1	0.1	-12	·	0.9
CCOc1ccc(NC(=O)CN2C(=O)C(C)SC(C)C2=O)cc1 (stereo unspecified)	1.1	-5	-0.1	2	2	0.6	0.1	5	-10	1
COc1ccccc1N1CCN(c2cc(=O)n(-c3ccc(Br)cc3)c(=O)[nH]2)CC1	1	-1	0.1	-4	-1	4.6	3.4	-11	·	1
Cn1c(SCc2ccccn2)nnc1-c1ccncc1	1	-7	-0.1	-2	-8	1.6	-0.5	-11	-7	0.9
CS(=O)(=O)CCC(C(=O)OCc1ccc(Cl)cc1)N1C(=O)c2ccccc2C1=O (stereo unspecified)	0.8	-1	-0.4	-5	4	3.3	0.0	-8	-14	0.9
C=CCNC(=O)c1ccc(OC2CCN(S(=O)(=O)N(C)C)CC2)cc1	0.9	-4	-0.1	0	0	-0.1	0.1	-5	-3	0.9
COC(=O)CN1C(=S)N(c2ccc(OC)cc2)C(=O)/C1=C/c1ccc(OC)cc1	·	54*	-0.2	-4	-1	11*	-0.4	-4	16	·
COC(=O)c1ccccc1NC(=O)C1CCCC1	1	-1	-0.1	-7	-4	-1.5	1.3	-8	15	1
COc1ccc(NC(=O)C2CC(=O)OC23CCCCC3)cc1 (stereo unspecified)	1.1	4	0.2	2	1	1.4	1.8	-6	·	1.1
COC(=O)CNC(=O)CSc1nnc(C)c(=O)[nH]1	0.9	-5	-0.3	4	-2	0.7	0.4	-8	-11	1.1
Cc1ccc(/C=N/n2cnc3sc(C)c(C)c3c2=O)o1	0.9	-5	0.1	-3	0	1.8	-1.9	-10	-9	0.9
CN(CC(=O)Nc1ccc(Cl)cc1)CC(=O)Nc1cc(Cl)ccc1C#N	1	43	-0.2	0	-4	0.7	-0.8	-6	-4	1
O=C(Cc1cccs1)Nc1ccc(N2CCOCC2)cc1	1	-5	-0.1	8	-7	3.0	0.3	-13	·	0.9

An excerpt of these results, with each value named.
SMILES: C=CCNC(=O)c1ccc(OC2CCN(S(=O)(=O)N(C)C)CC2)cc1
  PMI activator: 0.9	Lmaj promast: -4	Hsp70 act: -0.1	Efa HMGR inh: 0	TNAP inh hi DEA: 0	RAM inhibit: -0.1	Redox H2O2 prof: 0.1	TNAP inh no acc: -5	S1P3 antag: -3	PMI act satM6P: 0.9
SMILES: CN(CC(=O)Nc1ccc(Cl)cc1)CC(=O)Nc1cc(Cl)ccc1C#N
  PMI activator: 1	Lmaj promast: 43	Hsp70 act: -0.2	Efa HMGR inh: 0	TNAP inh hi DEA: -4	RAM inhibit: 0.7	Redox H2O2 prof: -0.8	TNAP inh no acc: -6	S1P3 antag: -4	PMI act satM6P: 1

5 entries picked at random from the list so far:
SMILES	PMI activator	Lmaj promast	Hsp70 act	Efa HMGR inh	TNAP inh hi DEA	RAM inhibit	Redox H2O2 prof	TNAP inh no acc	S1P3 antag	PMI act satM6P
C=CCNC(=O)c1ccc(OC2CCN(S(=O)(=O)N(C)C)CC2)cc1	0.9	-4	-0.1	0	0	-0.1	0.1	-5	-3	0.9
COC(=O)CNC(=O)CSc1nnc(C)c(=O)[nH]1	0.9	-5	-0.3	4	-2	0.7	0.4	-8	-11	1.1
COC(=O)CN1C(=S)N(c2ccc(OC)cc2)C(=O)/C1=C/c1ccc(OC)cc1	·	54*	-0.2	-4	-1	11*	-0.4	-4	16	·
COc1ccc(NC(=O)C2CC(=O)OC23CCCCC3)cc1 (stereo unspecified)	1.1	4	0.2	2	1	1.4	1.8	-6	·	1.1
COC(=O)c1ccccc1NC(=O)C1CCCC1	1	-1	-0.1	-7	-4	-1.5	1.3	-8	15	1

Later entries:
SMILES	PMI activator	Lmaj promast	Hsp70 act	Efa HMGR inh	TNAP inh hi DEA	RAM inhibit	Redox H2O2 prof	TNAP inh no acc	S1P3 antag	PMI act satM6P
CC(C)(C)C(=O)c1sc2nc(-c3cccs3)cc(C(F)(F)F)c2c1N	1.3	54*	-0.1	-1	2	4.5	-0.6	4	·	1.3
CC1Cc2ccccc2N1C(=O)CSc1nnnn1C1CCCC1 (stereo unspecified)	1.1	0	-0.3	-4	-6	1.4	0.9	1	·	1.1
Cc1ccc(S(=O)(=O)N(C#N)c2nc(C)cc(C)n2)cc1	1.2	-14	-0.3	1	-7	3.8	-0.1	-1	·	1.2
CCN(CC)S(=O)(=O)c1ccc(NC(=O)CCC2CCCCC2)cc1	0.9	6	-0.3	1	-9	12*	0.4	-18	·	0.9
N=C1C(c2nc3ccccc3[nH]2)=C(O)CN1NC(=O)COc1cccc(F)c1	1.1	-5	-0.1	-1	-7	0.0	-0.4	-7	0	1

High-throughput results: PubChem, several laboratories
